Compound activity deposited in PubChem by National Center for Advancing Translational Sciences (NCATS).
AT treatment: potential ataxia-telangiectasia treatment; […] A-T fibroblasts, KAP-1 phosphorylation AlphaLISA; neocarzinostatin DNA damage 30 min before lysis; Potency, µM (series often up to 57.5 µM), for the others: at the highest dose activation, hits mostly activators; 0.19% of 320,000 active; also: potency is read from the fitted curve at half-maximal effect; % of control where 0% means no effect; nearly all actives have a fitted effect of over 45% in size
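hTERT-immortalized A-T patient fibroblasts ([…]), 500 cells/well in OPTI-MEM, 1% FBS, got compounds for 60 min, then NCS for 30 min at 37C. Lysates were then assayed for phospho-KAP-1 by AlphaLISA (anti-pKAP1 donor, anti-KAP1 acceptor beads), 6 hr at 25C.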
Chronic BCR inh: blocks chronic active B-cell receptor signaling. ABC-DLBCL IkBa-CBG/CBR reporter, luminescence ratio, 4 h. Potency, µM (highest dose often 46.1 µM), inactives show at the top dose ratio change, negative = lower green/red ratio, hits mostly inhibitors. 0.05% of 340,000 active; active = well fitted inhibition curve with a large enough effect in the signal ratio, with a control signal flat, not every such curve was filed as active; inconclusive = small, poorly fitted or top-dose-only effect, or effect the other way, or a change in a side signal; the % refers to the signal ratio;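 also: potency is read from the fitted curve at half-maximal effect; plate controls were basal doxycycline-induced cells for no effect and cells given 10 µM MG132 for full effect; MG132 reads +100%, hits lower the ratio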
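TMD8 ABC-DLBCL cells carrying doxycycline-inducible green luciferase fused to IkappaBalpha plus unfused red luciferase were exposed to compounds (up to 46 uM) for 4 hrs at 37C. Activity came from the overlap-corrected green/red luminescence ratio.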
TCR activator: activates T cell receptor signaling; primary human leukocytes, anti-CD3, IL-2 HTRF, 48 h; Potency, µM (doses to about 9.22 µM), without a hit: top-dose activation of IL-2 secretion, usual class: activators; 330,000 tested, under 10 active; AID 504894; also: % of control where 0% means no effect
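Primary human leukocytes receive a-CD3 beads and test compound and are incubated 48 hr. Secreted IL-2 is then assayed by HTRF, measuring 665nm acceptor emission after 320nm excitation of the europium donor.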
GALK inh: inhibitors of human galactokinase; P51570; Purified GALK, Kinase-Glo residual ATP luminescence; Potency, µM (top dose mostly 57.5 µM), for the others: at the highest dose activity change, negative = inhibition, most hits filed as inhibitors; 0.007% of 270,000 active; AID 1868; also: potency is read from the fitted curve at half-maximal effect; % is scaled to controls: 0 for no effect and ±100 for the full control effect
Target sequence (P51570 whole entry, looked up): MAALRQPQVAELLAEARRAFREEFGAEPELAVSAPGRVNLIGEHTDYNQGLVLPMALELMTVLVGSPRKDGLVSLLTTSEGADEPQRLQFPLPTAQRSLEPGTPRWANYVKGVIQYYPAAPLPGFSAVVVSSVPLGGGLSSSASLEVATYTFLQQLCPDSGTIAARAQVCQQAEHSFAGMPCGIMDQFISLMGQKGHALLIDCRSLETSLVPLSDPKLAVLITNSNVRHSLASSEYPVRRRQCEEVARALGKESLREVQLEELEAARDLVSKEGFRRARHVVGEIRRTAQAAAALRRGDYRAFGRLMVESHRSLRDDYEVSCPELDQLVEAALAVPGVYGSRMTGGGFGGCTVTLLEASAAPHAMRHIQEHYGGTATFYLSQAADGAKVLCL
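Luminescence from leftover ATP (Ultra-Glo luciferase/luciferin) served as read-out after a 1 h room-temperature reaction of 5 nM GALK with 35 uM ATP and 100 uM galactose.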
Tb PFK inh: T. brucei PFK enzyme inhibition. AID 485367. 0.17% of 330,000 active. T. brucei PFK, ADP-Glo luminescence. Potency, µM (titrated, usually from 57.5 µM), without a hit: at the top dose activity, negative = inhibition, actives largely listed as inhibitors;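 also: potency is read from the fitted curve at half-maximal effect; 0% = uninhibited 1x PFK enzyme wells and -100% = no-enzyme wells; nearly all actives have a fitted effect of over 60% in size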
Target sequence (O15648 whole entry, looked up): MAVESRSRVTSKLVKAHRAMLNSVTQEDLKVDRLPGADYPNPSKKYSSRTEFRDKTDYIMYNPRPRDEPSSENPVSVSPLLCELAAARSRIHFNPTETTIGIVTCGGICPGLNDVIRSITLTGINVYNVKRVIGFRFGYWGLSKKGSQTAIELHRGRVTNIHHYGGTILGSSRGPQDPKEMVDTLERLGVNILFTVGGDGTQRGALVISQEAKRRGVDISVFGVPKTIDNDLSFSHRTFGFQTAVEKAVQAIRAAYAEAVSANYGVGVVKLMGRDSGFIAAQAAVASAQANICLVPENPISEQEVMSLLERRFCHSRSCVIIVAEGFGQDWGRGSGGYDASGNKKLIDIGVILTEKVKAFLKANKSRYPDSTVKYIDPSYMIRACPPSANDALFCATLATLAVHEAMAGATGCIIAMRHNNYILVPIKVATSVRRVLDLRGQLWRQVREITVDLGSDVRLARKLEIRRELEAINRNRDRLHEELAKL
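Compounds were pin-transferred as a titration series up to 57 uM into substrate buffer (0.5 mM F6P, 0.1 mM ATP, pH 8.0), then 1.25 nM PFK was added and reactions ran 45 min before ADP-Glo detection.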
Coupling enz: counter-screen for Giardia aldolase inhibitors: coupling enzyme system; coupling enzyme system counterscreen, AmpLite Red fluorescence; activity change, negative = inhibition, % at 58.2 µM, hits read low; 0.67% of 290,000 active; AID 2472; in the data active = activity change below about -30%; also: % is scaled to controls: 0 for no effect and ±100 for the full control effect
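Coupling enzymes only (glyceraldehyde-3-phosphate) + compound, at 57.5 uM final, 10 min RT; add substrate/coupling/AmpLite Red mix, 20 min RT; fluorescence ex 525/em 598 nm. Actives flag coupling-system interference.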
hERG WT inh: blocks the wildtype human KCNH2 potassium channel. Q12809. U2OS, BacMam KCNH2, thallium flux FluxOr; active compounds read low. activity change, % at 1.84 µM. 0.37% of 340,000 active;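 active = maximum activity change below -70%; inconclusive = maximum activity change between -70% and -50%; inactive = maximum activity change above -50%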; also: % is scaled to controls: 0 for no effect and ±100 for the full control effect
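U2OS cells were transduced with wild-type KCNH2 virus (2.03 x 10^8 / mL) for 4 h at room temperature, then cultured overnight at 37 C. Thallium flux was read with FluxOr dye. Rate constants were normalized to DMSO controls.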
MLL CXXC-DNA inh: blocks binding of human MLL CXXC domain to DNA | Potency, µM (doses to about 115 µM), without a hit: top-dose activity change, negative = inhibition, actives largely listed as inhibitors | AID 2662 | 0.037% of 290,000 active | Q03164 | MLL-CXXC / FITC-HOXA9 DNA fluorescence polarization; active = well fitted inhibition curve with a large enough effect in the polarisation, with a control signal flat, not every such curve was filed as active; inconclusive = small, poorly fitted or top-dose-only effect, or effect the other way, or a change in a side signal; inactive = no such curve, though single readings can be large or run the other way; the % refers to the polarisation; also: potency is read from the fitted curve at half-maximal effect
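Purified MLL-CXXC (added from a 7 uM solution) was preincubated 5 min at ambient with pinned compounds in 50 mM Tris-HCl pH 7.5, 50 mM NaCl, 1 mM DTT, 0.05% BSA. Fluorescein-labeled HOX-A9 DNA (50 nM solution) followed, 30 min, then polarization read.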
Giardia kill: kills Giardia lamblia; Giardia lamblia trophozoite viability; activity change, % at 7.66 µM, hits read low; 0.15% of 340,000 active; AID 540267; in the data active = activity change below about -80%; inconclusive = between about -30% and that limit;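 also: parasites exposed to compound for two days anaerobically before the ATP read; % is scaled to controls: 0 for no effect and ±100 for the full control effect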
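Killing of trophozoites was scored by loss of ATP luminescence after a 48 hrs anaerobic exposure to compounds at 37 deg C, using 100 cells per well.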
TSHR antag: blocks TSH signaling through the human TSH receptor | P16473 | TSHR-expressing cells, TSH-stimulated cAMP HTRF, 2 h; active compounds read low | activity change, negative = inhibition, % at 11.5 µM | 0.2% of 330,000 active | AID 504810;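 active = activity change below a set negative limit, meaning inhibition stronger than a set level, cut at about -70% in these data; inconclusive = activity change between two set negative limits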; also: % is scaled to controls: 0 for no effect and ±100 for the full control effect
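TSHR-expressing cells were treated with compounds, then stimulated with TSH at EC80 (4nM final) for 2 hours at 37 deg C. Cellular cAMP was measured by HTRF competition between lysate cAMP and cAMP-d2 for a cryptate-labelled anti-cAMP antibody.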
* marks the source's active call; other numbers are inactive results; ? = inconclusive; . = no result given; & = joins results of further samples; [ ] = dose if it differs, or a comment. Unless noted, calls follow the shape of the dose curve; as a rule, active = well fitted curve in the direction sought with a large enough effect; inconclusive = small, poorly fitted or top-dose-only effect, or another doubt; inactive = no such curve, though single readings can be large; an effect the other way counts as inactive or inconclusive. Rows are unselected. Share with any hit: about 1.6%.

SMILES	AT treatment	Chronic BCR inh	TCR activator	GALK inh	Tb PFK inh	Coupling enz	hERG WT inh	MLL CXXC-DNA inh	Giardia kill	TSHR antag
Nc1nnc(Sc2ncccc2[N+](=O)[O-])s1	-7%	-1%	.	-1%	-1%	1	-5	-6%	14	1
CCCCCCSc1ccc(-c2nc3ccc(C)cn3c2NCc2ccccc2)cc1OC	?	12%	-12%	.	0%	.	-20	.	-10	0
CCOC(=O)CSc1nc2cc(S(=O)(=O)N3CCOCC3)ccc2n1CC	12%	-5%	-5%	.	-1%	.	-5	.	8	-4
CC1(C)CC(=O)C(N=Nc2cccc([N+](=O)[O-])c2)=C(O)C1	-5%	?	11%	1%	-6%	2	-4	3%	15	10
CSC1=C(C#N)C(C)C2=C(CC(C)(C)CC2=O)N1 (stereo not drawn)	4%	14%	-4%	-8%	0%	0	-11	3%	11	-4
COc1ccccc1C(=O)Nc1ccc(S(=O)(=O)Nc2cc(C)nc(C)n2)cc1	6%	?	-5%	-1%	11%	7	-3	-2%	-16	-11
CC(=O)Nc1nc2c(s1)CCc1ccccc1-2	3%	17%	2%	-4%	1%	-2	-2	-4%	5	2
O=C1NC(=S)N/C1=C/C=C/c1ccccc1	-2%	-1%	-2%	-1%	3%	-2	30	-1%	9	-20
CCN(CC)S(=O)(=O)c1ccc(N2CCOCC2)c(NC(=O)CC23CC4CC(CC(Br)(C4)C2)C3)c1	2%	-5%	0%&5%	0%	8%	-1	-4	9%	-14	6
S=C(NCC1CCCO1)Nc1ccc(Nc2ccccc2)cc1 (stereo not drawn)	-7%	-22%	-1%	0%	0%	3	-4	9%	-11	-11
COc1ccc(COC(=O)N/N=C/c2cccs2)cc1	2%	2%	3%	-2%	0%	-1	-5	-2%	-7	-5
COc1cc2cc(C(=O)O)n(C)c2c(OC)c1OC	0%	?	-1%	3%	0%	0	-2	3%	8	-12
CN(CCCC(=O)Nc1ccccc1F)S(=O)(=O)c1ccc(F)cc1	1%	?	4%	-1%	1%	-1	-28	1%	-5	5
C#CCNC(=O)C1=C[C@H](c2csc3ccccc23)[C@@H](CCCO)[C@H](OCC)O1	6%	6%	-44%	0%	-4%	-11	.	-16%	13	-2
Cc1ccc(NC(=O)Cc2nnc(SCC(=O)Nc3ccccc3)n2C)cc1	6%	0%	0%[46.1 µM]	0%	4%	-1	-1	7%	18	-2
COc1cccc2cc(CC(=O)c3cc(C)ccc3C)c(=O)oc12	-4%	?	-2%	1%	-3%	-1	-8	?	4	-4
Cc1nc2sccc2c(=O)n1N	2%	4%	2%	1%	-1%	0	8	1%	0	2
COc1ccc(C)cc1NC(=O)C1CCN(C(=O)c2ccc(C(C)(C)C)cc2)CC1	-2%	7%	-1%	0%	-4%	0	1	-8%	-15	-6
OCCCc1nc2n(n1)C(c1cccs1)C=C(c1ccc(Br)cc1)N2 (stereo not drawn)	15%	?	.	-2%	0%	0	.	?	.	-8
Cc1ccc(NC(=O)c2cc(N3C(=O)C4CC=CCC4C3=O)ccc2N2CCOCC2)cc1Cl (stereo not drawn)	-2%	10%	1%	-1%	-1%	1	3	?	-4	-2

Record cards, as listed above. Values in the order: AT treatment | Chronic BCR inh | TCR activator | GALK inh | Tb PFK inh | Coupling enz | hERG WT inh | MLL CXXC-DNA inh | Giardia kill | TSHR antag
CSC1=C(C#N)C(C)C2=C(CC(C)(C)CC2=O)N1 (stereo not drawn) is listed with 4% | 14% | -4% | -8% | 0% | 0 | -11 | 3% | 11 | -4
COc1ccccc1C(=O)Nc1ccc(S(=O)(=O)Nc2cc(C)nc(C)n2)cc1 is listed with 6% | ? | -5% | -1% | 11% | 7 | -3 | -2% | -16 | -11
COc1ccc(C)cc1NC(=O)C1CCN(C(=O)c2ccc(C(C)(C)C)cc2)CC1 is listed with -2% | 7% | -1% | 0% | -4% | 0 | 1 | -8% | -15 | -6
CC(=O)Nc1nc2c(s1)CCc1ccccc1-2 is listed with 3% | 17% | 2% | -4% | 1% | -2 | -2 | -4% | 5 | 2

More results.
SMILES	AT treatment	Chronic BCR inh	TCR activator	GALK inh	Tb PFK inh	Coupling enz	hERG WT inh	MLL CXXC-DNA inh	Giardia kill	TSHR antag
CC[C@H](C)[C@H](NC(N)=O)C(=O)NCCc1ccc(OC)c(OC)c1	-5%	-6%	3%	9%	1%	2	2	8%	-7	4
OCCN(CC#CCn1c2ccccc2c2ccccc21)CCO	-6%	0%	14%	-2%	0%	2	5	-6%	3	18
Cc1ccc(C(=O)NCC(=O)Nc2ccc3c(c2)OCCO3)cc1	6%	0%	-49%	.	1%	.	24	.	31[activator]	7
CCOc1ccc(OCCOCCn2ccnc2)cc1	-4%	2%	0%	-1%	-1%	-1	-21	-5%	4	4
CC1(C)CC(=O)C=C(NCc2ccncc2)C1	-3%	3%	-7%	-1%	-3%	2	4	-6%	0	-2
COc1ccc(CNC(=O)CCCn2c(SCC#N)nc3cc4c(cc3c2=O)OCO4)cc1	6%	9%	-3%	0%	2%	-1	4	45%[activator]	-13	-5
CC(=O)c1cccc(NC(=O)Nc2cc3sccc3n2C)c1	1%	?	.	-2%	-2%	-8	.	-13%	.	-2
COC(=O)/C(=C\c1ccc([N+](=O)[O-])o1)NC(=O)c1ccccc1	2%	11%	-3%	0%	-3%	-2	2	6%	?	-7
COc1ccccc1NC(=O)N1CCCC1	9%	2%	3%	-1%	0%	-1	1	15%	-11	16
CN(C1CCCCC1)S(=O)(=O)c1ccc(C(=O)O)cc1	5%	4%	0%	3%	1%	15	12	11%	3	6
CCc1nnc(NC(=O)c2cc(S(=O)(=O)N(C)c3ccc(OC)cc3)ccc2Cl)s1	4%	-6%	5%	0%	3%	.	31	2%	3	-19
CC1=C(C(=O)Nc2cccc(C)c2C)C(c2cccs2)NC(=S)N1 (stereo not drawn)	.	-3%	4%[46.1 µM]	-1%	2%	3	-1	-4%	-11	2
CCCCn1c(N)c(N(CCOC)C(=O)COC(=O)CSc2cc(C)c3ccccc3n2)c(=O)[nH]c1=O	2%	-8%	-9%	.	2%	.	-2	.	5	-1
COc1ccc(CCNC(=O)CNCC(c2ccccc2)N(C)C)cc1OC (stereo not drawn)	-2%	0%	-1%	9%	-9%	2	-2	-3%	-25	-4
CCCCCc1nnc(NC(=O)Cc2cccs2)s1	-1%	?	.	-2%	?	2	3	16%	-9	-4
Cc1ccsc1/C=C1\Oc2cc(OCC(=O)c3ccccc3)ccc2C1=O	2%	?	-1%[46.1 µM]	.	1%	0	0	16%	-10	-12
COC(=O)c1sccc1NS(=O)(=O)c1ccc(OC)cc1	0%	-17%	3%	4%	4%	1	9	6%	-6	-13
COc1ccc(S(=O)(=O)Nc2cccc3c2O[C@H](CN(C)S(=O)(=O)c2ccc(OC)cc2)[C@@H](C)CN([C@H](C)CO)C3=O)cc1	24%	2%	2%	.	2%	.	-17	.	3	6
Cc1ccc2nc(NC(=O)CSc3nc4c(c(=O)n3C)SC(C)C4)sc2c1 (stereo not drawn)	6%	?	-4%	-3%	2%	-4	1	17%	-1	-13
Cc1ccc(C)c(NC(=O)C(c2ccccc2)N2CCN(CC(=O)N3CCOCC3)CC2)c1 (stereo not drawn)	10%	6%	0%	.	1%	.	-36	.	23	.
CCC(Oc1ccccc1)C(=O)Nc1ncc([N+](=O)[O-])s1 (stereo not drawn)	2%	?	-1%	-1%	-8%	13	3	-5%	-88*	-34
CC(C(=O)OCC(=O)c1ccc([N+](=O)[O-])cc1)N1C(=O)C2C3CCC(C3)C2C1=O (stereo not drawn)	-3%	2%	-3%	1%	-17%	1	6	-8%	7	5
Cc1ccc(C)c(NC(=O)CCN2CCN(CCO)CC2)c1	5%	0%	4%	0%	2%	2	2	2%	-6	-1
COc1cccc(NC(=O)CN(c2ccc(C)cc2)S(=O)(=O)c2c(C)nn(C)c2C)c1	-7%	?	0%	0%	0%	4	3	9%	-5	4
CCN(CC)CCC(C)OC(=O)c1ccc(O)cc1O (stereo not drawn)	7%	1%	-5%	1%	-3%	1	13	-16%	-5	-2

Shown with each value named: part of the list above
SMILES: CCC(Oc1ccccc1)C(=O)Nc1ncc([N+](=O)[O-])s1 (stereo not drawn)
  AT treatment: 2%	Chronic BCR inh: ?	TCR activator: -1%	GALK inh: -1%	Tb PFK inh: -8%	Coupling enz: 13	hERG WT inh: 3	MLL CXXC-DNA inh: -5%	Giardia kill: -88*	TSHR antag: -34
SMILES: CC(C(=O)OCC(=O)c1ccc([N+](=O)[O-])cc1)N1C(=O)C2C3CCC(C3)C2C1=O (stereo not drawn)
  AT treatment: -3%	Chronic BCR inh: 2%	TCR activator: -3%	GALK inh: 1%	Tb PFK inh: -17%	Coupling enz: 1	hERG WT inh: 6	MLL CXXC-DNA inh: -8%	Giardia kill: 7	TSHR antag: 5
